KB-V1 cytotox: KB-V1 MDR subline cytotoxicity; KB-V1 MDR cells viability, CellTiter-Glo, 72 h; Potency, µM (highest dose often 46.1 µM), without a hit: top-dose activity change, negative = cytotoxicity, most hits filed as cytotoxic; 400,000 tested, 3.4% active; AID 1347076; further: potency means the concentration at half of the fitted maximal effect; on the % scale 0 is the no-effect control and ±100 the full control effect; nearly all actives have a fitted effect of over 60% in size
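Compound-treated KB-V1 multidrug-resistant cells, 72 h, 37 degrees C; viability by CellTiter-Glo. Fitted qHTS curves give the values.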
GLP1R inv ag: inverse agonists of human GLP-1 receptor; Potency, µM (highest dose often 38.3 µM), inactives show at the highest dose activity change, negative = inhibition, actives largely listed as inhibitors; 410,000 tested, 1.6% active; AID 624417; HEK293 GLP-1R CRE-luciferase, luminescence, 24 h; GLP-1R form is constitutively active; further: potency means the concentration at half of the fitted maximal effect; on the % scale 0 is the no-effect control and ±100 the full control effect; nearly all actives have a fitted effect of over 55% in size
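Inverse agonism was detected as reduced cAMP-driven luciferase luminescence after 24 h compound treatment. The cells were HEK293 clones expressing constitutively active human GLP-1R with the reporter. Reporter-only and GPR119 cell lines served as counterscreen controls.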
GLP1R ag: activates the human GLP-1 receptor. P43220. HEK293 GLP-1R CRE-luciferase, luminescence, 4-6 h; cells express a hypersensitive GLP-1R form. Potency, µM (highest dose often 45.6 µM), without a hit: at the highest dose activation, hits mostly activators. 380,000 tested, 0.007% active; further: potency means the concentration at half of the fitted maximal effect; % of control where 0% means no effect
GLP1R cytotox: cytotoxicity counter-screen for GLP-1 receptor inverse agonists. 410,000 tested, 0.13% active. Potency, µM (highest dose often 38.3 µM), inactives show at the top dose activity change, negative = inhibition, actives largely listed as inhibitors. HEK293 cAMP-luciferase reporter cells, luminescence, 24 h;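 further: loss of luciferase light is scored as toxicity; potency means the concentration at half of the fitted maximal effect; on the % scale 0 is the no-effect control and ±100 the full control effect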
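Seeding density was 200 cells/uL; after overnight-length (12 h) culture, 23 nL compounds went on for 24 h at 37 °C. Readout used a luciferase detection reagent, luminescence taken after 12 min at room temperature.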
DRD3 antagonist: D3 dopamine receptor (human) antagonism; P35462; D3R cells, DiscoveRx beta-arrestin luminescence, antagonist mode; active compounds read low; max response, negative = inhibition, %; 360,000 tested, 2.5% active; in the data active means max response below about -50%; inconclusive means no clear call, values can overlap the other calls; further: on the % scale 0 is the no-effect control and ±100 the full control effect; mostly tested at two doses, the higher about 12 µM
Target sequence (P35462 whole entry, looked up): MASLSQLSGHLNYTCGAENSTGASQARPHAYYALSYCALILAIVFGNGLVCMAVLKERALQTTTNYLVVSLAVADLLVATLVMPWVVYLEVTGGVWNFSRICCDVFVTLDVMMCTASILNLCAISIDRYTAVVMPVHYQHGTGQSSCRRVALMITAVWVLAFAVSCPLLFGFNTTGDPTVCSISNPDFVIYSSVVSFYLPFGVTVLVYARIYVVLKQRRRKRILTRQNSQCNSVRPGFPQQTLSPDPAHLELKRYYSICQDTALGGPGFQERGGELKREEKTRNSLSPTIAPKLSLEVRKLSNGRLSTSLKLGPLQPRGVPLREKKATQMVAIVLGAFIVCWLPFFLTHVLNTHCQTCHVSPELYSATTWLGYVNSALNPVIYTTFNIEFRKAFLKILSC
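Cells expressing the human receptor were seeded at 1500 cells/well, incubated overnight at 37 degrees C in 5% CO2, then exposed to library compounds with dopamine controls for 90 minutes at 37 degrees C before luminescent detection.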
PTHR1 agonist: agonists of human PTHR1 parathyroid hormone receptor. Q03431. HEK293 GP2 PTHR1 cells, GloSensor cAMP luminescence, 1 h. Potency, µM (titrated, usually from 115 µM), for inactives: at the highest dose activation, actives largely listed as activators. 410,000 tested, 0.075% active. AID 743266; further: potency means the concentration at half of the fitted maximal effect; nearly all actives have a fitted effect of over 55% in size; some results filed as inactive show a strong effect at the top dose; inactives centre near -15; many of its hits are not listed in these tables
Target sequence (Q03431 whole entry, looked up): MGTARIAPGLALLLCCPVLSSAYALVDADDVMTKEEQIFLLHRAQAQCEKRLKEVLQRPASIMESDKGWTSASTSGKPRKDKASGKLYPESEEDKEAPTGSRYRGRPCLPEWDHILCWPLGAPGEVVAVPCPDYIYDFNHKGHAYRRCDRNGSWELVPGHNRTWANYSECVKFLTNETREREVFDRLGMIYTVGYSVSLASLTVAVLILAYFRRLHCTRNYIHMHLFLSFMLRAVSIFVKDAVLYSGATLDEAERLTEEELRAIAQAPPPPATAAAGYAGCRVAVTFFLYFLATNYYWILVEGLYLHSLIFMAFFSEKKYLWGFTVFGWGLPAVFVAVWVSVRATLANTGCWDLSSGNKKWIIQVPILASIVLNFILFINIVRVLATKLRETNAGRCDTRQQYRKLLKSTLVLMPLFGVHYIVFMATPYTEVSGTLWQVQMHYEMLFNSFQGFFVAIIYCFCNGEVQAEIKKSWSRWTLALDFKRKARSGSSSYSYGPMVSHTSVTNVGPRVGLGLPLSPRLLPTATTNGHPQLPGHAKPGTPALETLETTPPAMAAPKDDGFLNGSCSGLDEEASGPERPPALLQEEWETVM
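HEK-293-derived GP2 cells expressing PTHR1 and a GloSensor cAMP reporter, 3,000/well, plated overnight, given luciferin plus IBMX (each 0.5 mM as added) for 1 h at 37 °C, then compound for 1 h at 37 °C. Luminescence was read after 15 min at room temperature.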
aSyn rescue: rescues yeast growth from alpha-synuclein toxicity; Yeast expressing alpha-synuclein, growth rescue, BacTiter-Glo, 24 h; 370,000 tested, 0.14% active; Potency, µM (series often up to 46.1 µM), without a hit: at the highest dose growth rescue (activation), actives largely listed as activators; AID 652106; further: potency means the concentration at half of the fitted maximal effect; % of control where 0% means no effect; nearly all actives have a fitted effect of over 65% in size
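Rescue of yeast growth: cells expressing toxic alpha-synuclein, induced in galactose at OD600 0.02, incubated with compound 24 h at 30 C. ATP luminescence quantified growth; inhibitors of toxicity appear as activators.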
DRD3 agonist: D3 dopamine receptor (human) agonism. P35462. D3R DiscoveRx beta-arrestin cells, luminescence, 90 min. max activation, %. 410,000 tested, 0.58% active; in the data active means max activation above about 30%; further: 0% is about no effect; mostly tested at two doses, the higher about 12 µM
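Agonist-mode cell screen: cells plated at 1500/well and incubated overnight at 37 °C, then exposed to library compounds for 90 min at 37 °C. Detection reagent was added for 30–60 min at room temperature, and luminescence was read.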
TDP-43 yeast inh: TDP-43 toxicity inhibition in yeast. Potency, µM (titrated, usually from 46.1 µM), for inactives: at the highest dose growth rescue (activation), most hits filed as activators. TDP-43 expressing yeast growth rescue, BacTiter-Glo, 24 h. AID 652104. 410,000 tested, 1.8% active; further: potency means the concentration at half of the fitted maximal effect; % of control where 0% means no effect; nearly all actives have a fitted effect of over 50% in size
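Yeast expressing TDP-43 (pregrown in raffinose, seeded at OD600=0.02 in galactose medium) exposed to compounds 24 hr at 30 deg C. Growth read by BacTiter-Glo luminescence; rescue of toxicity appears as increased signal.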
An asterisk follows results filed as active; i = inactive; ? = inconclusive; . = no result given; [ ] = another dose, or the depositor's remark. Unless noted, the call rests on the fitted dose curve; in most records, active means well fitted curve in the direction sought with a large enough effect; inconclusive means small, poorly fitted or top-dose-only effect, or another doubt; inactive means no such curve, though single readings can be large; an effect the other way counts as inactive or inconclusive.

SMILES	KB-V1 cytotox	GLP1R inv ag	GLP1R ag	GLP1R cytotox	DRD3 antagonist	PTHR1 agonist	aSyn rescue	DRD3 agonist	TDP-43 yeast inh
COC(=O)C(C)Oc1cc(OC(C)C(=O)OC)c2c(-c3ccccc3)cc(=O)oc2c1 (stereo unspecified)	0.0%	41.0%[activator]	25.4%	-3.5%	17.9	i	11.7%	26.1	6.2%
C[C@@H]1CN(C(=O)c2ccc(OC3CCN(S(=O)(=O)N(C)C)CC3)cc2)C[C@H](C)O1	.	11.1%	-3.2%	-0.7%	-2.5	-13.1%	-0.9%	-11.3	17.5%
CCc1nnc(NC(=O)C2CCN(c3cnccn3)CC2)s1	-26.6%	0.0%	-12.5%	-13.9%	10.6	-13.5%[57.5 µM]	-8.3%	1.0	-22.8%
Cc1ccc(OCCC(=O)OCC(=O)N2CC(=O)Nc3ccccc32)cc1	4.5%	-24.7%	-5.5%	4.6%	-8.2	-34.4%[inhibitor]	-11.5%	0.4	4.0%
O=C(NCCCN1CCCC1=O)c1sc2ccccc2c1Cl	.	3.9%	8.7%	-7.1%	4.8	i	2.8%	5.7	20.7%
Cc1ccc(N2C(=O)c3cccc4c([N+](=O)[O-])ccc(c34)C2=O)c2cccnc12	?	?	-5.6%	4.7%	-24.5	-17.8%	-1.5%	0.3	1.7%
Cc1ccc(CNC(=O)c2ccc3c(c2)CCN3S(=O)(=O)c2ccc(Br)cc2)cc1	0.4%	-11.9%	.	2.3%	.	-3.1%	.	2.3	12.7%
N#C/C(=C1/CCCCCN1)c1nc2ccccc2s1	-11.6%	35.1%[activator]	5.4%	43.5%[activator]	-28.9	i	-0.9%	-25.4	-23.9%
Cc1cc(NC(=S)N(CCCN2CCOCC2)Cc2ccco2)ccc1Cl	1.2%	?	13.4%	2.0%	-19.2	-3.7%	6.1%	-25.1	4.8%
CC(C)Cc1nc(Nc2ccc(S(=O)(=O)N3CCCC3)cc2)c2nnn(Cc3ccccc3)c2n1	20.6µM*	?	7.6%	9.7%	-27.2	-3.5%	0.8%	6.2	-6.5%
COc1ccc(NC(=O)C2Cc3ccccc3N2C(=O)c2ccccc2)cc1OC (stereo unspecified)	-18.5%	-13.0%	.	3.4%	.	-26.4%	.	-12.2	1.3%
CSc1ncccc1C(=O)NC1CC(C)(C)Cc2c1cnn2-c1ccccc1C (stereo unspecified)	?	-10.2%	-0.2%	11.9%	9.1	i	-0.1%	1.2	28.0%
Cc1cnc(C(=O)OC(C)C(=O)Nc2cccc3ccccc23)cn1 (stereo unspecified)	-2.4%	-1.9%	-0.1%	-3.4%	-9.0	-18.5%	-0.5%	-5.1	-20.9%
C=CCOc1ccc(Cl)cc1CNC1CCCC1	8.7%	?	-1.9%	8.3%	-22.6	?	-3.6%	-9.6	1.3%
O=C(CCCCC(=O)NCCCc1ccccc1)NCCCc1ccccc1	2.8%	-14.6%	-2.7%	-2.6%	16.6	i	8.8%	8.0	2.4%
CC(=O)c1c(C)[nH]c(C(=O)OCC(=O)Nc2cccc(S(=O)(=O)N(C)C)c2)c1C	14.7%	2.8%	8.8%	-8.0%	8.0	-26.9%	1.2%	4.1	-16.5%[0.397 µM]
O=c1c2c3c(sc2nc2n1CCCC2)CCCCC3	-17.8%	?	?	-25.1%	?	-12.3%[57.5 µM]	-29.0%	0.7	?
CCN(CC)S(=O)(=O)c1ccc(Oc2ccc(S(=O)(=O)N(CC)CC)cc2)cc1	2.31µM*	0.0%	-0.9%	-2.4%	25.8	-15.6%[57.5 µM]	7.4%	1.9	-3.8%
COC(=O)Cn1cnc2c(C#N)c3n(c2c1=O)CCCCC3	?	0.5%	-4.3%	-1.7%	29.1	-2.6%[57.5 µM]	8.4%	6.9	-7.6%
CC(=O)C1=C(O)C(=O)N(c2cccc(Br)c2)C1c1ccccc1Cl (stereo unspecified)	-22.2%	-8.5%	3.9%	-7.4%	-0.5	-6.7%	-0.2%	4.1	-12.1%
O=C(CN1C(=O)NC2(CCCCCCC2)C1=O)Nc1c(Cl)cccc1Cl	-9.6%	?	5.8%	0.3%	-10.6	i	-0.1%	-7.1	-4.8%
COc1ccc(-c2sc3ccc(OC)cc3c2-c2ccc(OCCN3CCOCC3)cc2)cc1	-1.4%	10µM*	-1.5%	8.1%	46.9	-2.3%	-29.2%	0.1	13.4%
CN(C)CCCNC(=O)c1ccc(-c2cc3nc(NCc4cccnc4)n(C)c(=O)c3s2)cc1	24.4%	27.8%	16.3%	4.5%	-13.6	i	0.2%	-1.3	14.1%
CC(=O)Oc1cc2oc(=O)c3c(c2cc1Cl)CCC3	-10.8%	6.1%	-0.2%	228.2%[activator]	10.5	-17.8%[57.5 µM]	6.3%	4.7	?
O=C(CN1CCCc2ccccc21)NCCc1ccc(Cl)cc1	?	?	6.7%	9.6%	10.1	-7.6%	5.0%	0.8	14.1µM*

Other entries:
SMILES	KB-V1 cytotox	GLP1R inv ag	GLP1R ag	GLP1R cytotox	DRD3 antagonist	PTHR1 agonist	aSyn rescue	DRD3 agonist	TDP-43 yeast inh
COc1ccccc1OCC(=O)NNC(=O)c1ccc(F)c(S(=O)(=O)N2CCOCC2)c1	0.0%	1.9%	-2.3%	-11.9%	13.0	-1.0%	10.9%	-7.4	-23.6%
CC(=O)N[C@H](Cc1c[nH]c2ccccc12)C(=O)O	10.9%	7.1%	-4.2%	3.1%	-22.4	-9.6%	-7.2%	0.0	-7.0%
C/C(=N/NC(=O)c1ccc(C)nc1)c1ccc2c(c1)CCCC2	10.3µM*	?	12.9%	?	0.3	-9.3%	-0.9%	1.0	14.8%
CC1(C(=O)Nc2ccc(Cl)c(Cl)c2)CCN1Cc1cc2ccccc2o1 (stereo unspecified)	3.0%	-26.9%	-6.5%	6.2%	15.9	-9.7%	1.8%	0.1	?
O=C(COC(=O)/C=C/c1cccc([N+](=O)[O-])c1)NCc1ccc2c(c1)OCO2	6.1%	0.0%[0.307 µM]	-7.1%	8.3%[0.307 µM]	-0.8	i	-3.4%	7.0	15.6%
CC(=O)c1ccc(N2CCN(c3ncnc4c3cnn4C)CC2)cc1	-3.8%	9.9%	.	2.1%	.	i	.	-25.2	2.9%
Cc1cccc(-n2cc(-c3ccc([N+](=O)[O-])cc3)[nH]c2=S)c1	?	5.4%	17.7%	10.0%	115.5	-16.0%	-0.1%	15.1	-11.5%
CC(=O)Nc1nc(C)c(Oc2ccc(C)cc2)c(=O)[nH]1	5.0%	7.1%	1.3%	2.8%	3.6	i	-3.0%	9.9	-8.5%
Cc1ccc(S(=O)(=O)NC(CC(=O)O)c2ccccc2)c(C)c1 (stereo unspecified)	10.3%	?	-1.2%	5.7%	21.6	i	1.1%	-6.5	-13.8%
C=CCN(C(=O)CCC(=O)Nc1cc(C)on1)C(C(=O)NC(C)(C)C)c1ccc(OC)cc1 (stereo unspecified)	-26.5%	-8.4%	-1.0%	12.1%	-5.4	i	5.4%	-4.7	-18.9%
O=C(N/N=C/c1cccc(C(F)(F)F)c1)C1CCN(c2ncc(C(F)(F)F)cc2Cl)CC1	?	1.1%	-6.3%	6.4%	21.8	i	13.6%	-2.1	10.3%
CCOc1ccc(C(CCc2ccccc2)NC(=O)c2ccccc2OC)cc1OCC (stereo unspecified)	?	0.0%	20.3%	1.8%	11.7	i	4.3%	19.1	-10.6%
COc1cccc(CN2CCN(S(=O)(=O)c3ccc(Br)cc3)CC2)c1	?	-23.8%	5.0%	-15.2%	-18.0	i	1.4%	-5.0	-6.8%
Cc1cccc(OCC(=O)Nc2ccc(Cl)c(-c3nc4ncccc4o3)c2)c1C	-20.3%	-20.3%	4.6%	-7.8%	.	i	.	17.9	-11.6%
Cc1nc(N2CCCC2)c2c(C(=O)Nc3cccc(Cl)c3C)c(C)oc2n1	.	-8.3%	.	-1.0%	.	i	.	-4.8	?
C=C(C)Cn1c(SCC(=O)Nc2cccc(C)c2)nc2sc3c(c2c1=O)CCCC3	-0.3%	3.3%	.	26.8%	.	i	.	34.4*	2.5%
CCn1c(COC(=O)CNC(=O)c2cc(OC)c(OC)c(OC)c2)nc2cc(S(=O)(=O)N(C)C)ccc21	?	10.7%	10.7%	6.6%	1.1	i	0.3%	-1.8	24.6%
O=C(COc1ccc(Br)cc1)N1CCN(c2ccccc2)CC1	?	-31.1%	-4.7%	-2.6%	?	-1.3%[57.5 µM]	3.5%	-2.6	3.5%
N#CCCn1cc(/C=C2\NC(=S)N(c3ccccc3)C2=O)c(-c2ccc(-c3ccccc3)cc2)n1	10.9%	7.94µM*	0.5%	1.0%	-22.0	-1.1%	-8.9%	0.5	-11.0%
O=C(c1cc(=O)[nH]c2ccccc12)N1CC=C(c2ccccc2)CC1	-2.3%	-18.0%	8.6%	15.4%	-21.1	i	-5.9%	2.0	11.0%
Cc1ccc(NC(=O)CCc2nnc3ccc(N4CCC5(CC4)OCCO5)nn23)nc1	2.1%	4.0%	-0.2%	0.5%	-3.8	i	-4.3%	2.9	-4.9%
Cc1cccc(OCC(=O)NNc2c3ccccc3nc3ccccc23)c1	13µM*	-0.9%	-21.0%	-12.2%	8.5	i	-6.7%	2.4	-24.1%
CCNC(=O)COc1ccc(Br)cc1Cl	?	1.7%	5.8%	11.4%	-29.3	-63.6%[inhibitor]	0.7%	0.5	8.2%

By substructure, the entries above with a COOH group.
SMILES	KB-V1 cytotox	GLP1R inv ag	GLP1R ag	GLP1R cytotox	DRD3 antagonist	PTHR1 agonist	aSyn rescue	DRD3 agonist	TDP-43 yeast inh
CC(=O)N[C@H](Cc1c[nH]c2ccccc12)C(=O)O	10.9%	7.1%	-4.2%	3.1%	-22.4	-9.6%	-7.2%	0.0	-7.0%
Cc1ccc(S(=O)(=O)NC(CC(=O)O)c2ccccc2)c(C)c1 (stereo unspecified)	10.3%	?	-1.2%	5.7%	21.6	i	1.1%	-6.5	-13.8%

An excerpt; rates above refer to the full screens.
